# ARFGAP1 inh: inhibitors of rat ARFGAP1; Q62848; Arfgap1-stimulated ARF1 GTP hydrolysis, GDP FP detection; inhibition, % at 16.5 µM; 360,000 compounds, 0.26% hits; AID 651572;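 active = inhibition above a per-plate limit, mean inhibition of low control wells plus 3 SD, cut at about 25% in these data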;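 note: 0% = DMSO wells with enzyme and 100% = wells lacking Arfgap1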
# Target sequence (Q62848 1-136 limits assumed): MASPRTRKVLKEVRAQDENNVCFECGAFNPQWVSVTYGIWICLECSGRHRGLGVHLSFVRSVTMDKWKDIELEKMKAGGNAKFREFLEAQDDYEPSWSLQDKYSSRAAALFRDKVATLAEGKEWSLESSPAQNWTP
#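 Assay system: Rat Arfgap1 GAP domain (His6, aa 1-136), purified enzyme | Buffer or medium: HEPES 25 mM pH 7.5, NaCl 150 mM, MgCl2, DTT | Schedule: GTP hydrolysis reaction 2 h at 25 °C | Signal: FP of antibody-bound GDP Alexa 633 tracer, ex 620/em 688 nm | Measure: Percent inhibition of Arfgap1-stimulated GTP hydrolysis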
# PLCg1 inh: PLC-gamma1 (human) inhibition, primary screen; P19174; inhibition, % at 12.2 µM; purified PLC-gamma1, fluorogenic substrate, fluorescence; 370,000 compounds, 0.84% hits; in the data active = inhibition above about 9.5%
# DDE Tn7 FP inh: DD(E)-Tn7 binding inhibition, primary FP screen; P02675; FP displacement of FITC-Tn7 peptide from fibrin DD(E); 0% = median of compound wells per plate; inhibition, % at 8.3 µM; 370,000 compounds, 0.13% hits; AID 720508;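 active = inhibition above the mean of compounds falling within the control limits plus 3 SD of them, cut at about 14% in these data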;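 note: 0% = plate median of compound wells and 100% = 10 µM Aha-Tn7 peptide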
#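 Assay system: Fibrin-DD(E) protein isolated from polymerized human fibrin clots; read-out basis: percent inhibition; medium: Tris/NaCl/CaCl2 buffer, pH 7.8; signal: FP measurement; incubation: 10 min plus 3 h, room temperature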
# DDE Tn6 FP inh: inhibitors of Tn6 peptide binding to human fibrin DD(E). inhibition, % at 8.3 µM. P02675. 370,000 compounds, 0.21% hits. AID 720509. Fibrin DD(E) TRITC-Tn6 fluorescence polarization displacement;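 active = inhibition above a per-campaign cutoff: mean of compounds within control limits plus 3 SD, cut at about 15% in these data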;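 note: 0% = median of all compound wells on the plate and 100% = blocking peptide control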
# PLC-beta3 inh: blocks human PLC-beta3 enzyme activity; Q01970; Purified PLC-beta3, fluorogenic substrate, fluorescence; inhibition, % at 12.2 µM; 370,000 compounds, 0.18% hits; in the data active = inhibition above about 11%;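 note: 0% = median of compound wells on plate and 100% = full blocker control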
# ADAM17 inh: ADAM17 inhibition, QFRET primary screen; recombinant ADAM17, EDANS/DABCYL FRET peptide cleavage; 370,000 compounds, 0.83% hits; inhibition, % at 6.95 µM; P78536;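 active = inhibition above the mean of compounds lying between control limits plus 3 SD, set per campaign, cut at about 8.5% in these data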;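 note: 0% = DMSO-only wells as the low control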
# ASAP1 inh: ASAP1 ArfGAP inhibition. 360,000 compounds, 0.19% hits. AID 624377. ASAP1-stimulated ARF1 GTP hydrolysis, GDP FP detection. Q9ULH1. inhibition, % at 16.5 µM; in the data active = inhibition above about 25%;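 note: 0% = vehicle with enzyme and substrate and 100% = no enzyme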
# MBD2 DNA inh: MBD2-methylated oligo binding inhibition; TR-FRET, MBD2 binding to methylated oligonucleotide; inhibition, % at 4.4 µM; Q9UBB5; 370,000 compounds, 0.31% hits; AID 686964; in the data active = inhibition above about 13%
# Target sequence (Q9UBB5 whole entry, looked up): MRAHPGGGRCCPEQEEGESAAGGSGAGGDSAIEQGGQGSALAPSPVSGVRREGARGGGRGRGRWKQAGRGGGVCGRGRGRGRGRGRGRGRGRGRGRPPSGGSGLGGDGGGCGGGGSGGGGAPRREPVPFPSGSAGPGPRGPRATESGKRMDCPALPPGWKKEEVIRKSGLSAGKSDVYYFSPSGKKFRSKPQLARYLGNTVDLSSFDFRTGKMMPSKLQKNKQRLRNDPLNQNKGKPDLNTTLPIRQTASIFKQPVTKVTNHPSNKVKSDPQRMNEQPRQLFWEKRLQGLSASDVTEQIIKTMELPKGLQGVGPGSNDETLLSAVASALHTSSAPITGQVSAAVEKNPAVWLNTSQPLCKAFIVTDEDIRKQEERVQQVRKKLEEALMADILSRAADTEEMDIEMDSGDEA
# proKLK7 act: activates the human kallikrein-7 zymogen | P49862 | purified proKLK7, EDANS-DABCYL substrate fluorescence; 100% is mature enzyme control, 0% vehicle | activation, % at 7 µM | 370,000 compounds, 0.9% hits | AID 652039;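 active = activation above the mean of all tested compounds plus 3 SD, computed per campaign excluding outliers beyond control limits, cut at about 13% in these data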
# Target sequence (P49862 whole entry, looked up): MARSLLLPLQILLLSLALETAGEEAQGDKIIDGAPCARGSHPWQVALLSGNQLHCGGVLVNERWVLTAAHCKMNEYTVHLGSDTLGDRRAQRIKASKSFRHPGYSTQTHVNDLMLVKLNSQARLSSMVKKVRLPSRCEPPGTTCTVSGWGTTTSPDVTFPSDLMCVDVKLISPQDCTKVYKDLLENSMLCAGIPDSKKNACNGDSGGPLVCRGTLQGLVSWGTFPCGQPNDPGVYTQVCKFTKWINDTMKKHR
# UHRF1 binding: UHRF1 methyl-DNA binding inhibition. UHRF1 binding to methylated oligo, TR-FRET. 370,000 compounds, 0.75% hits. inhibition, % at 4.4 µM. Q96T88; in the data active = inhibition above about 21%;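 note: UHRF1 SRA domain binding a hemimethylated CpG hairpin DNA probe; 0% = median of test compound wells and 100% = reference inhibitor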
# Starred values were filed as active, the others as inactive; i = inactive; . = no result given.
SMILES,ARFGAP1 inh,PLCg1 inh,DDE Tn7 FP inh,DDE Tn6 FP inh,PLC-beta3 inh,ADAM17 inh,ASAP1 inh,MBD2 DNA inh,proKLK7 act,UHRF1 binding
CCOc1[nH]n(-c2ccccc2)c(=O)c1C=Nc1ccc(Cl)cc1,1,0,-7,-4,0,-3,-7,-3,-0.4,-3
O=c1cc(-c2cccs2)oc2ccc(Cl)cc12,-1,-8,-1,-4,-11,-108,0,-2,1.7,-14
CC(C)C(NC(=O)C1CCCCC1)C(=O)NC1=NCCS1 (stereo not given),-3,0,-9,-1,1,-5,1,8,0.1,0
CCc1nnc(NC(=O)Cc2cccs2)s1,6,-2,-4,1,-11,-3,-3,-1,0.0,4
Cn1c(=NC(=O)c2ccco2)sc2ccccc21,6,-92,11,-1,-113,-12,-9,3,-0.5,-4
C/C(=N\Nc1ccccn1)c1ccc(C#N)cc1,6,1,6,11,-5,-3,-5,-7,-0.2,-4
Clc1cccc(N2CCN(Cc3ccc(Br)o3)CC2)c1,7,1,7,0,-6,-2,-4,0,0.6,0
COc1ccc(CNC(=O)C2CCC(CNS(=O)(=O)c3ccc(C)cc3)CC2)cc1 (stereo not given),9,10*,-5,0,2,4,11,-1,-0.1,4
O=C(CCS(=O)(=O)c1ccc(Cl)cc1)N1CCCc2ccccc21,7,0,-3,3,-9,-3,-7,0,-0.2,2
Cc1ccc2cc(C)c3nnc(SCc4ccc(C(=O)O)cc4)n3c2c1C,5,-25,10,4,-47,2,-10,4,-2.1,-3
CN(CC(=O)Nc1cccc(F)c1)C(=O)c1ccccc1OCCOc1ccccc1,-2,-1,2,-6,-9,0,-11,7,0.3,0
CN(c1ccc(OCC(=O)OCC(=O)Nc2c(F)c(F)c(F)c(F)c2F)cc1)S(=O)(=O)c1ccc(F)cc1,2,-1,4,-4,1,1,-5,-7,0.1,-2
COc1cc(/C=C/C(=O)O)cc(OC)c1O,2,-14,-2,12,-16,-6,-8,-1,21*,-2
COC(=O)[C@@]1(Sc2ccc(C)cc2)CC(=O)N[C@@H]1c1ccc(Br)cc1,-1,5,5,0,3,-3,10,5,-0.7,-2
COC(=O)C1=CN(C(C)C)C=C(C(=O)OC)C1c1cc(Br)c(OC)c(OC)c1,-1,i,8,7,i,i,5,-2,-7.1,0
COc1cccc(C2=CC(=O)CCC2)c1,1,-79,-4,-2,-85,-9,10,0,3.0,0
CCN(CC)C(=O)CSc1nc2c(sc(=S)n2-c2ccccc2OC)c(=O)n1-c1ccccc1,-7,2,-2,4,-3,-2,9,-1,0.2,1
COc1cc(C(=O)NCCCCCCNC(=O)c2cc(OC)c(OC)c(OC)c2)cc(OC)c1OC,-7,-2,-2,-1,-9,-3,2,1,-0.2,3
Cc1cc2nc(-c3ccccc3O)[nH]c2cc1C,-6,-242,-2,-6,-355,-126,-16,-1,-1.2,0
CN1N=C(C(F)(F)F)CC1=O,3,0,5,-5,5,-2,1,3,0.1,0

# Complete entries from above. Screens in order: ARFGAP1 inh | PLCg1 inh | DDE Tn7 FP inh | DDE Tn6 FP inh | PLC-beta3 inh | ADAM17 inh | ASAP1 inh | MBD2 DNA inh | proKLK7 act | UHRF1 binding
# CCc1nnc(NC(=O)Cc2cccs2)s1 across the screens: 6 | -2 | -4 | 1 | -11 | -3 | -3 | -1 | 0.0 | 4
# Cc1cc2nc(-c3ccccc3O)[nH]c2cc1C across the screens: -6 | -242 | -2 | -6 | -355 | -126 | -16 | -1 | -1.2 | 0
# COC(=O)[C@@]1(Sc2ccc(C)cc2)CC(=O)N[C@@H]1c1ccc(Br)cc1 across the screens: -1 | 5 | 5 | 0 | 3 | -3 | 10 | 5 | -0.7 | -2
# COC(=O)C1=CN(C(C)C)C=C(C(=O)OC)C1c1cc(Br)c(OC)c(OC)c1 across the screens: -1 | i | 8 | 7 | i | i | 5 | -2 | -7.1 | 0
# CN(c1ccc(OCC(=O)OCC(=O)Nc2c(F)c(F)c(F)c(F)c2F)cc1)S(=O)(=O)c1ccc(F)cc1 across the screens: 2 | -1 | 4 | -4 | 1 | 1 | -5 | -7 | 0.1 | -2

# Sorted by molar mass (lowest first): part of the list above.
SMILES,ARFGAP1 inh,PLCg1 inh,DDE Tn7 FP inh,DDE Tn6 FP inh,PLC-beta3 inh,ADAM17 inh,ASAP1 inh,MBD2 DNA inh,proKLK7 act,UHRF1 binding
Cc1cc2nc(-c3ccccc3O)[nH]c2cc1C,-6,-242,-2,-6,-355,-126,-16,-1,-1.2,0
CCc1nnc(NC(=O)Cc2cccs2)s1,6,-2,-4,1,-11,-3,-3,-1,0.0,4
CN(c1ccc(OCC(=O)OCC(=O)Nc2c(F)c(F)c(F)c(F)c2F)cc1)S(=O)(=O)c1ccc(F)cc1,2,-1,4,-4,1,1,-5,-7,0.1,-2

# (further entries)
SMILES,ARFGAP1 inh,PLCg1 inh,DDE Tn7 FP inh,DDE Tn6 FP inh,PLC-beta3 inh,ADAM17 inh,ASAP1 inh,MBD2 DNA inh,proKLK7 act,UHRF1 binding
CC1COc2ccccc2N1C(=O)c1ccc(Cl)nc1 (stereo not given),5,4,-1,0,1,1,0,3,-0.1,0
CC(=O)Nc1cccc(NS(=O)(=O)c2ccc3c(c2)CCC(=O)N3)c1,-6,3,1,1,2,-5,1,3,-0.3,0
Cc1nn(C)cc1C(C(=O)NC1CCCCC1)N(Cc1ccc(F)cc1)C(=O)c1cnccn1 (stereo not given),9,-1,1,-6,-3,-4,-3,3,-0.2,2
O=C(CN1CCN(c2nc(-c3ccccc3)cs2)CC1)Nc1ccc(F)cc1F,.,2,-3,-10,-3,5,.,2,0.3,7
O=C(NCc1nc(-c2ccccc2)no1)Nc1ccc(F)cc1,0,8,4,0,6,4,9,-1,-0.3,-3
O=C1NC[C@@H](CCCCN2CCN(CC3CCCCC3)C(=O)C2=O)N(CC2CCCCC2)C1=O,-4,1,-4,-3,0,2,-9,-2,-0.2,1
Cc1cc2nc(-c3ccc(=O)[nH]c3)n(C)c2cc1C,1,-21,-8,-4,-33,-4,-12,-6,0.3,-6
S=C(NCC1CCCO1)N1CCN(Cc2ccccc2)CC1 (stereo not given),6,3,11,0,6,1,-14,-8,-0.2,1
COc1cc(OC)cc(C(=O)NCC(=O)OCC(=O)Nc2ccc3c(c2)OCO3)c1,1,-1,-1,2,-7,-4,-4,2,-0.2,0
CCCCN1C(=O)C(CC(=O)NC(c2ccccc2)c2ccccc2)CC(C(=O)N2CCOCC2)=C1C (stereo not given),12,1,1,1,1,6,1,2,-0.5,2
NC(=O)CCCSc1nc2ccccc2[nH]1,3,2,-5,-9,2,-2,-12,4,-0.5,-2
COc1ccc(OCC(=O)NCCNC(=O)c2ccncc2)cc1,1,1,7,3,-9,-3,4,3,-0.5,4
O=C(N/N=C/C=C/c1ccc2c(c1)OCO2)c1ccc([N+](=O)[O-])cc1,1,2,-8,1,0,-1,6,-2,-0.3,-2
CC(CCc1ccccc1)NCC(O)c1ccc(O)c(C(N)=O)c1 (stereo not given),-7,-28,-4,-1,-28,-89,-5,3,-6.2,1
COc1ccc(-c2c(C(F)(F)F)nn(C)c2NC(C)=O)cc1,8,-1,-2,-2,-7,-3,4,2,0.1,-1
COc1ccc(-n2c(=O)c3ccccc3c3ccccc3c2=O)cc1,4,0,-1,-2,1,2,4,-2,-0.2,-3
CS(=O)(=O)c1ccc(NCCN2CCOCC2)c([N+](=O)[O-])c1,0,-2,-2,10,-6,-1,2,-3,0.7,-2
CC(C)N1CC(C(=O)Nc2ccc(Cl)c([N+](=O)[O-])c2)CC1=O (stereo not given),-21,2,4,2,0,-5,1,-5,0.0,-4
CCN(C(=O)c1ccc(NC(=O)c2ccco2)cc1)c1ccccc1,-1,0,-1,4,-7,-2,-4,-1,-0.1,-2
O=C(O)CC(c1ccc(OC2CCCC2)cc1)N1C(=O)c2ccccc2C1=O (stereo not given),-5,-1,4,3,0,-6,10,5,0.6,-1

# Four neighbouring records from above, for reference:
SMILES,ARFGAP1 inh,PLCg1 inh,DDE Tn7 FP inh,DDE Tn6 FP inh,PLC-beta3 inh,ADAM17 inh,ASAP1 inh,MBD2 DNA inh,proKLK7 act,UHRF1 binding
COc1ccc(-c2c(C(F)(F)F)nn(C)c2NC(C)=O)cc1,8,-1,-2,-2,-7,-3,4,2,0.1,-1
COc1ccc(-n2c(=O)c3ccccc3c3ccccc3c2=O)cc1,4,0,-1,-2,1,2,4,-2,-0.2,-3
CS(=O)(=O)c1ccc(NCCN2CCOCC2)c([N+](=O)[O-])c1,0,-2,-2,10,-6,-1,2,-3,0.7,-2
CC(C)N1CC(C(=O)Nc2ccc(Cl)c([N+](=O)[O-])c2)CC1=O (stereo not given),-21,2,4,2,0,-5,1,-5,0.0,-4

# The listing continues:
SMILES,ARFGAP1 inh,PLCg1 inh,DDE Tn7 FP inh,DDE Tn6 FP inh,PLC-beta3 inh,ADAM17 inh,ASAP1 inh,MBD2 DNA inh,proKLK7 act,UHRF1 binding
COc1ccc(NC(=O)COC(=O)C2C3CC4OC(=O)C2C4C3)cc1 (stereo not given),3,2,2,3,-3,1,1,-1,0.9,-2
COc1cccc(CN(C)CCCn2cnc(C(=O)Nc3ccc(C)c(C)c3)n2)c1,1,3,7,6,0,-6,2,1,-0.4,2
CC(Oc1ccccc1)C(=O)Nc1ccc(S(=O)(=O)Nc2nccs2)cc1 (stereo not given),6,2,-2,-7,-9,-1,1,1,-0.1,2
CCOc1ccc(S(=O)(=O)N(CC(=O)NC2CCCCC2C)Cc2ccco2)cc1 (stereo not given),-1,2,-1,2,6,0,-9,4,0.5,-2
COc1ccc(N2CC(NS(=O)(=O)c3cccs3)CC2=O)cc1OC (stereo not given),1,-1,-10,-1,4,2,-3,-4,0.3,-2
COC(=O)CNC(=O)CCC(=O)N1CCN(C(c2ccccc2)c2ccccc2)CC1,-6,-1,6,-13,-11,-6,-1,5,-0.5,3
O=C(NCc1ccco1)C1CCCN(S(=O)(=O)c2cc(Cl)ccc2Cl)C1 (stereo not given),-5,1,6,-7,-3,-5,-9,3,0.1,0
COc1ccc(C(O)c2coc3ccc(O)c(CN(C)C)c23)cc1 (stereo not given),1,-3,-2,0,-2,-5,-7,3,-0.7,-2
C=CCn1cc(C(=O)NCCCOCC)c(=O)c2cc(S(=O)(=O)N(CC)CC)ccc21,10,6,-2,-3,8,1,2,-1,-0.5,6
Cc1ccc(S(=O)(=O)NCC2NCCc3ccccc32)cc1 (stereo not given),9,-22,-5,2,-25,-7,-7,2,-0.7,0
Cc1ccccc1N1CCN(S(=O)(=O)c2ccc3c(c2)n(C)c(=O)c(=O)n3C)CC1,.,1,3,7,1,3,.,-2,-3.4,2
O=c1[nH]c(-c2ccccc2Cl)nc2c1sc(=S)n2-c1ccccc1,-8,1,8,0,3,-1,16,5,-0.1,0
O=C(O)c1n[nH]nc1-c1ccccc1,-4,1,6,-4,0,-3,-8,6,-0.3,4
CCn1c(C(=O)NC2CCC(C)CC2)cc2sccc21 (stereo not given),-5,1,1,0,-9,-5,5,-9,0.2,0
